# High-throughput results (PubChem BioAssay)
# POLI inh: inhibitors of human DNA polymerase iota; Q9UNA4; 390,000 tested, 1% active; Pol iota fluorescent replication assay, 10 min; Potency, µM (series often up to 115 µM), inactives show top-dose activity, negative = inhibition, usual class: inhibitors; further: potency means the concentration at half of the fitted maximal effect
#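 Fluorescent replication assay read twice, at 0 min and 10 min after adding 50 nM (final) substrate. Enzyme (10 nM) and compounds were first incubated 15 min at room temperature; enzyme-free buffer wells were negative controls.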
# Pol beta inh: DNA polymerase beta (human) inhibition | 340,000 tested, 1.3% active | Potency, µM (doses to about 114 µM), without a hit: at the highest dose activity change, negative = inhibition, usual class: inhibitors | AID 485314 | P06746 | Pol beta primer extension/strand displacement, fluorescence kinetic; further: potency means the concentration at half of the fitted maximal effect; on the % scale 0 is the no-effect control and ±100 the full control effect
#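 Pol beta (10 nM) and compounds were preincubated 15 min at room temperature, then 50 nM substrate (final) started primer extension/strand displacement. Reads were taken at 0 and 10 min; concentration-response data were fitted to a four-parameter Hill equation.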
# APE1 inh: blocks human APE1 abasic DNA cleavage. AID 2517. 350,000 tested, 0.35% active. P27695. Potency, µM (highest dose often 65.8 µM), inactives show top-dose activity change, negative = inhibition, actives largely listed as inhibitors. recombinant APE1, TAMRA/BHQ-2 abasic DNA cleavage fluorescence;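 further: potency means the concentration at half of the fitted maximal effect; plate controls were vehicle for no effect and reference inhibitor for full effect; nearly all actives have a fitted effect of over 55% in size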
# Target sequence (P27695 whole entry, looked up): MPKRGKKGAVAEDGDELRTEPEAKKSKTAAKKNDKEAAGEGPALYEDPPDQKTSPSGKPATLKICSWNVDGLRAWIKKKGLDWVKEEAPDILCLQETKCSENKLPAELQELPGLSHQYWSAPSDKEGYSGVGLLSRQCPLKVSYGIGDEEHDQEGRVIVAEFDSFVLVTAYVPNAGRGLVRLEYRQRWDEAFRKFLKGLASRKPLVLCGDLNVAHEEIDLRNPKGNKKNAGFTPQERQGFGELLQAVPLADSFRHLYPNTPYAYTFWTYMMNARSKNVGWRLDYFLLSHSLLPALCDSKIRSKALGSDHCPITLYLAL
#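 Readout is kinetic fluorescence (ex 525, em 598 nm) from cleavage of 50 nM TAMRA/BHQ-2 THF abasic duplex by 0.75 nM APE1, compound added 15 min beforehand at RT.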
# BLM inh: inhibitors of human Bloom syndrome helicase BLM. Potency, µM (top dose mostly 56.1 µM), for the others: at the highest dose activity change, negative = inhibition, most hits filed as inhibitors. P54132. 350,000 tested, 0.2% active. recombinant BLM DNA unwinding, fluorescence dequenching;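 further: potency means the concentration at half of the fitted maximal effect; plate controls were vehicle for no effect and no enzyme for full effect; nearly all actives have a fitted effect of over 35% in size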
# POLH inh: blocks human DNA polymerase eta activity; Q9Y253; recombinant Pol eta, fluorescent DNA replication assay; Potency, µM (highest dose often 114 µM), without a hit: at the top dose activity change, negative = inhibition, most hits filed as inhibitors; 390,000 tested, 1.2% active; further: potency means the concentration at half of the fitted maximal effect; on the % scale 0 is the no-effect control and ±100 the full control effect
# Target sequence (Q9Y253 whole entry, looked up): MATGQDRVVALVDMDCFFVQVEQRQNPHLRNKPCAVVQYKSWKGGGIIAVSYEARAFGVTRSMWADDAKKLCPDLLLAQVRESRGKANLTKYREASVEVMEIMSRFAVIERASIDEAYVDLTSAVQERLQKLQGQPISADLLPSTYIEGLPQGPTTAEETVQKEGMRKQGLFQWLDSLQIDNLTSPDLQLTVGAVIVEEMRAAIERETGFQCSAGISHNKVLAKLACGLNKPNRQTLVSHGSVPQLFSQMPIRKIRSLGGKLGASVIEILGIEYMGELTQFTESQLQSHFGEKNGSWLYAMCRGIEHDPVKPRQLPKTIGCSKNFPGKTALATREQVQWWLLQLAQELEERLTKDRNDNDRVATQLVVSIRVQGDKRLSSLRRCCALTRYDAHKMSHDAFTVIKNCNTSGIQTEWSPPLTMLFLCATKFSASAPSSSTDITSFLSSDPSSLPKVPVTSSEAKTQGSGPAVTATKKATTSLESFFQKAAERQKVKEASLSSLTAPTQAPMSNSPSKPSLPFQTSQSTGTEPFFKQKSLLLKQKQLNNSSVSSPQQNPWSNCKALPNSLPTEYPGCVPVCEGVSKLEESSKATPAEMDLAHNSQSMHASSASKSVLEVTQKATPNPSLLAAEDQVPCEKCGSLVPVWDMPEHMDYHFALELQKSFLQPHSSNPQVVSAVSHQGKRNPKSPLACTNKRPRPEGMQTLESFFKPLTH
#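 Fluorescent replication assay: 50 nM final substrate added after a 15 min room-temperature compound preincubation with 10 nM enzyme. Signal taken at 0 min and again at 10 min.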
# LDHA block: inhibitors of human lactate dehydrogenase A; P00338; purified LDHA, NADH/diaphorase-resazurin fluorescence; active compounds read low; activity change, % (values are at about 110 or 230 µM); 480,000 tested, 0.15% active; AID 1347041; in the data active means activity change below about -30%; inconclusive means mostly about -25% to -30%;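 further: plate controls were DMSO wells for no effect and wells without enzyme for full effect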
#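 Remaining NADH was detected by diaphorase (0.133 mg/mL) converting 37 µM resazurin to fluorescent resorufin, read at 0 and 20 minutes. The preceding 5-minute room-temperature reaction used 2 nM LDHA, 0.2 mM sodium pyruvate and 0.06 mM NADH at pH 7.4.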
# GRP78 ERSR act: ER stress response induction in glioma; U87-MG GRP78 promoter luciferase reporter, 16 h; Potency, µM, for inactives: at the highest dose activation, actives largely listed as activators; 420,000 tested, 0.02% active; further: potency means the concentration at half of the fitted maximal effect; series mostly up to about 76 µM; % of control where 0% means no effect; nearly all actives have a fitted effect of over 35% in size
#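 Stably transfected U87-MG human glioma cells carrying a GRP78-based luminescent sensor were seeded at 1000 cells/well, pin-dosed with compounds and incubated 16 h. Luciferase reagent was then added, and end-point luminescence was read after 10 min at room temperature.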
# Anesthetic bind: candidate novel general anesthetic via apoferritin binding | P02791 | apoferritin/1-aminoanthracene competitive binding, fluorescence | Potency, µM (series often up to 77.5 µM), for the others: top-dose activity change, negative = displacement, usual class: inhibitors | 350,000 tested, 0.074% active | AID 485281; further: potency means the concentration at half of the fitted maximal effect; on the % scale 0 is the no-effect control and ±100 the full control effect; nearly all actives have a fitted effect of over 20% in size
#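 Horse-spleen apoferritin (10 uM) in 50% saturated 1-aminoanthracene in PBS was incubated 10 min at room temperature with compound. Fluorescence (ex 380, em 535 nm) was normalized to free and bound 1-AMA, with concentration-response fitted by a four-parameter Hill equation.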
# POLK inh: inhibitors of human DNA polymerase kappa; Q9UBT6; 400,000 tested, 0.53% active; Potency, µM (doses to about 107 µM), without a hit: at the top dose activity, negative = inhibition, hits mostly inhibitors; purified Pol kappa, fluorescent DNA synthesis assay, 10 min; further: potency means the concentration at half of the fitted maximal effect; on the % scale 0 is the no-effect control and ±100 the full control effect
#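 Kinetic fluorescence screen: compound preincubated 15 min RT with 10 nM enzyme; 50 nM substrate (final) initiates; reads at 0/10 min.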
# Numbers without * were called inactive; u = inconclusive; x = not tested or not shown; & = joins results of further samples; [ ] = dose if it differs, or a comment. Unless noted, the call rests on the fitted dose curve; in most records, active means well fitted curve in the direction sought with a large enough effect; inconclusive means small, poorly fitted or top-dose-only effect, or another doubt; inactive means no such curve, though single readings can be large; an effect the other way counts as inactive or inconclusive. An excerpt, so the mix of outcomes need not match the whole.
# Sample of the layout (four entries):
SMILES,POLI inh,Pol beta inh,APE1 inh,BLM inh,POLH inh,LDHA block,GRP78 ERSR act,Anesthetic bind,POLK inh
CNC(=O)c1cc(S(=O)(=O)N(C)C)ccc1Cl,8%,3%,u,-2%,-6%,-2,-3%,4%,-2%
CC(=O)C[C@H](O)CC(=O)[C@@H]1OC(=O)[C@@H](C)C/C=C\Cc2ccccc21,-2%,x,8%,x,-13%,0,-1%,x,12%
O=C(Nc1cccc2cccnc12)c1ccc(Br)cc1Br,99%[activator],2%,8%,-8%,6%,1,-5%,-18%,-14%
Cc1ccc2c(c1)N1C(=O)c3ccccc3C1C1=C(CC(C)(C)CC1=O)N2 (centres undefined),8%,41%,19%,-10%,4%,-17,-4%,-18%,-8%

# The listing, from the first entry:
SMILES,POLI inh,Pol beta inh,APE1 inh,BLM inh,POLH inh,LDHA block,GRP78 ERSR act,Anesthetic bind,POLK inh
CNC(=O)c1cc(S(=O)(=O)N(C)C)ccc1Cl,8%,3%,u,-2%,-6%,-2,-3%,4%,-2%
CC(=O)C[C@H](O)CC(=O)[C@@H]1OC(=O)[C@@H](C)C/C=C\Cc2ccccc21,-2%,x,8%,x,-13%,0,-1%,x,12%
O=C(Nc1cccc2cccnc12)c1ccc(Br)cc1Br,99%[activator],2%,8%,-8%,6%,1,-5%,-18%,-14%
Cc1ccc2c(c1)N1C(=O)c3ccccc3C1C1=C(CC(C)(C)CC1=O)N2 (centres undefined),8%,41%,19%,-10%,4%,-17,-4%,-18%,-8%
CC1CCCN(CCCNC(=O)Cn2ncc3c([nH]c4ccccc43)c2=O)C1 (centres undefined),7%,-11%,x,24%,-20%,3,-3%,u,-2%
CN1CCN(S(=O)(=O)c2ccc(NC(=O)c3ccccc3Cl)cc2)CC1,29%,50%,-1%,-9%,-4%,-5,-1%,-6%,-20%
O=C(O)C1CCCCC1C(=O)Nc1cc(C(F)(F)F)ccc1Cl (centres undefined),32%[activator],40%,15%,-1%,-18%,-1,-6%,-12%,-4%
Cc1ccc(Cn2c(C(=O)Nc3cccc(Cl)c3)cc3sccc32)cc1,40%[activator],0%,x,-14%,-21%,2,0%,3%,-7%
CC(C)CCOc1cccc(OCC(=O)N(C)C2CCS(=O)(=O)C2)c1 (centres undefined),7%,37%,2%,-1%,-2%,-3,-1%,u,-13%
O=C(O)C1CCCCC1C(=O)NCCc1c[nH]c2ccccc12 (centres undefined),2%,-28%,-2%,6%,-10%,-7,1%,-6%,-5%
COc1ccc(C(=O)N2CCNC(=O)C2CC(=O)Nc2ccc(C)cc2)cc1 (centres undefined),186%[activator],0%,-2%,-1%,-23%,-3,0%,-8%,-6%
CNC(=O)C1CCC(Cn2c(=O)c3sccc3n(Cc3cc(C)ccc3C)c2=O)CC1 (centres undefined),24%,2%,x,-1%,-12%,-2,-3%,-10%,15%
O=C(c1c(F)cccc1F)N(Cc1ccccn1)C1CC1,u,-3%,1%,-4%,-12%,3,-3%,u,4%
O=C1/C(=C/c2cccc(Br)c2)SC(=S)N1/N=C/c1cc([N+](=O)[O-])ccc1O,u,7%,u,-11%,-17%,1,-3%,-3%,-33%
COc1ccc(NC(=O)C(C)N2C(=O)c3ccccc3C2=O)cc1S(=O)(=O)N1CCOCC1 (centres undefined),51%[activator],44%,u,-6%,-6%,-2,-4%,-10%,-7%
CC(=O)Nc1cc(NC(=O)CCCC(=O)O)ccc1Cl,u,0%,10%,-4%,-9%,-5,-5%,-7%,0%
Cc1cc(N(C)C)cc(C)[n+]1[O-],20%,-10%,-1%,-6%,-4%,-4,-11%,-6%,-1%
CC(CCc1ccccc1)NC(=O)Cn1ncc2c3ccccc3n(Cc3ccc(F)cc3)c2c1=O (centres undefined),8%,1%,x,-2%,-17%,0,-3%,-7%,-2%
COc1cccc(CCc2nnc(N)s2)c1,-4%,-26%,-10%,-7%,-3%,0,-2%,u,-4%
Cc1nnc(NC(=O)CSc2ccc([N+](=O)[O-])cn2)s1,23%,u,2%,-6%,-6%,-10,-3%,-3%,-12%
COc1ccc(/C=N\NC(=O)c2ccccc2Br)cc1COc1c(F)c(F)cc(F)c1F,-13%,17%,-6%,-16%,-13%,0,-5%,-6%,-20%
CCc1ccc2oc(C(=O)NCC(c3ccc(OC)cc3)N3CCCCC3)c(C)c2c1 (centres undefined),31%&13%[activator],9%&22%,59%[activator],-3%&-4%,-5%&-14%,-2&-9,-2%&-2%,-1%&1%,3%&-9%
COC(=O)c1c(NC(=O)CSc2nnnn2-c2ccc3c(c2)OCO3)sc(C)c1C,17%,6%,2%,-2%,5%,-2,-3%,-15%,3%
COc1ccc(S(=O)(=O)N2CCOCC2)cc1N=Nc1sc(N)nc1-c1ccccc1,0%,-5%,0%,0%,-19%,-6,-6%,-6%,-1%
Oc1ccc(-c2nc3ccccc3s2)c(O)c1,-28%,-23%,-5%,-9%,-19%,2,8%,-13%,-7%

# More results.
SMILES,POLI inh,Pol beta inh,APE1 inh,BLM inh,POLH inh,LDHA block,GRP78 ERSR act,Anesthetic bind,POLK inh
Cc1ccc(NC2=NC(c3ccc(F)cc3)n3c(nc(C)cc3=O)N2)c(C)c1 (centres undefined),-1%,u,0%,-6%,-16%,-6,-3%,-1%,4%
CC(NC(=O)c1ccco1)C(=O)OCc1cccc(Cl)c1 (centres undefined),14%,5%,13%,-3%,2%,-11,-4%,-20%,-16%
CCc1ccccc1NC(=S)NCc1cccn1C,9%,-1%,0%,2%,-18%,2,-4%,7%,-2%
CCOC(=O)c1c(NS(=O)(=O)c2ccc(Br)cc2)sc2c1CCC2,11µM*,x,x,x,20µM*,1,9%,x,79µM*
CCOC(=O)c1[nH]c2ccccc2c1NC(=O)c1ccc(S(=O)(=O)N2CCCC2)cc1,u,0%,0%,1%,-19%,-6,-2%,-17%,-22%
Cc1ccc(-n2ncc(C(=O)NCCN3CCc4ccccc4C3)c2C2CCN(C(=O)OC(C)(C)C)CC2)c(C)c1,-3%,-7%,x,0%,-18%,4,-1%,u,-10%
COCCn1c(C)cc(C(=O)CSc2n[nH]c(N)n2)c1C,11%,1%,32µM*,-14%,-1%,-7,-1%,1%,-26%
COc1cccc(C(=O)Nc2ccc(S(=O)(=O)N3CCN(C)CC3)cc2)c1,29%,-1%,-8%,5%,-5%,-4,3%,-15%,-5%
CCOc1ccc2nc(SCc3ccc(F)cc3)sc2c1,-8%,-23%,1%,-7%,-17%,-3,0%,1%,-6%
Cn1c(=O)c2c(n(Cc3ccccc3)c1=O)NC(=O)C2CC(=O)NCc1cccc(Cl)c1 (centres undefined),7%,-7%,-7%,-2%,-9%,1,-4%,u,7%
CCOc1ccc(NC(=O)COC(=O)C2CCC(=O)N2)c([N+](=O)[O-])c1 (centres undefined),-6%,x,5%,x,-9%,4,-1%,x,1%
O=C(Nc1ccccc1Cl)NC1(C(=O)N2CCCCC2)CCCCC1,-8%,0%,0%,7%,-12%,-4,-3%,13%,-7%
N#Cc1ccc(CN2CCCC3(CCN(C(=O)c4cc(C(F)(F)F)cc(C(F)(F)F)c4)CC3)C2)cc1,x,x,5%,-6%,x,x,-3%,x,-16%[60.1 µM]
CC(C)CN1CCC(CN(C)Cc2nc(-c3cnccn3)no2)CC1,-25%,1%,-1%,-6%,-9%,-3,-3%,-12%,3%
COCCNC(=O)c1ccc(Cn2c(SCC(=O)NCC3CCCO3)nc3ccc(Br)cc3c2=O)cc1 (centres undefined),5%,-3%,-18%,-4%,-3%,-5,-2%,-1%,4%
COc1ccc(CNC(=O)Cn2ccc3cc(S(=O)(=O)N4CCCC4)ccc32)c(OC)c1,23%,-2%,x,0%,-16%,3,-2%,1%,-5%
C/C(=C/CCC(C)C1CCC2(C)C3CCC4C(C)(C)C(=O)CCC4(C)C3=CCC12C)C(=O)O (centres undefined),x,-23%,1%,0%,x,x,x,0%,x
O=C1NCC(COCc2ccccc2)O1 (centres undefined),5%,-11%,3%,1%,-21%,-5,-3%,-3%,-24%
Cc1ccc(S(=O)(=O)CC(O)COc2ccc(F)cc2Cl)c(C)c1 (centres undefined),40%[activator],1%,3%,-13%,-8%,-6,-7%,-9%,-13%
CC(=O)c1ccc(N2CCN(C(=O)C3(S(=O)(=O)c4ccc(Cl)cc4)CC3)CC2)cc1,-14%,0%,0%,1%,-2%,-1,-2%,u,0%
O=C(/C=C/c1ccccc1[N+](=O)[O-])N1CCOCC1,133%[activator],3%,-14%,0%,7%,-12,0%,-6%,1%
O=C(O)Cc1ccc(NC(=O)c2ccc(NC(=O)C3CC3)cc2)cc1,-27%,-2%,13%,0%,-13%,1,0%,1%,-16%
Cc1ccc(NC(=O)COc2ccc3c(c2)OCO3)c(C)c1,3%,x,-4%,x,-2%,-6,1%,x,-7%
O=C(NCCN1CCOCC1)c1cccc(S(=O)(=O)N(Cc2ccccc2)c2ccccc2)c1,26%,x,13%,x,-3%,-8,-4%,x,2%
COc1ccc(N2CCN(C3CCCN(Cc4cccc(C(C)=O)c4)C3)CC2)cc1 (centres undefined),-7%,-24%,56%,-3%,-2%,-16,-5%,-7%,-4%
COC(=O)c1ccc(OCCOc2ccccc2)cc1,14%,21%,-1%,-3%,-16%,-6,3%,-7%,-3%
CCOC(=O)c1cc(-c2ccccc2C)n(CC2CC(c3ccc(OC)cc3)=NO2)n1 (centres undefined),-22%,x,-9%,x,-9%,1,-4%,x,-32%
COc1ccc(C(C)=O)cc1COC(=O)c1ccc(S(=O)(=O)N(C)C)cc1,-11%,38%,22%,-5%,-12%,-2,-5%,-22%,9%
CC(C(=O)Nc1ncn[nH]1)N1C(=O)c2ccccc2C1=O (centres undefined),22%,-5%,3%,2%,-24%,-1,1%,10%,-8%
CCOC(=O)c1c(N2C(=O)Nc3ccccc3N2O)sc2c1CCCCC2,20%,2%,1%,-1%,1%,-7,-4%,5%,-17%
